# DT40 TDP1 CPT – DT40-hTDP1 cell growth loss with CPT. chicken DT40 Tdp1-/-;hTDP1 cells + 20 nM CPT, ATP luminescence, 48 h. Potency, µM (top dose mostly 46.2 µM), for the others: at the top dose activity change, negative = growth inhibition, hits mostly inhibitors. 420,000 tested, 12% active; also: nearly all actives have a fitted effect of over 55% in size
#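 Cell growth measured by CellTiter-Glo luminescence after a minimum 48 h, 37 C compound exposure with 20 nM CPT in Tdp1-knockout DT40 cells stably expressing hTDP1, seeded 400/well; qHTS titration format.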
# TDP1 block – blocks human tyrosyl-DNA phosphodiesterase 1; Potency, µM (highest dose often 130 µM), for inactives: at the top dose activity change, negative = inhibition, hits mostly inhibitors; AID 485290; 350,000 tested, 0.28% active; Q9NUW8; recombinant TDP1, AlphaScreen DNA substrate cleavage; also: nearly all actives have a fitted effect of over 40% in size
# Target sequence (Q9NUW8 whole entry, looked up): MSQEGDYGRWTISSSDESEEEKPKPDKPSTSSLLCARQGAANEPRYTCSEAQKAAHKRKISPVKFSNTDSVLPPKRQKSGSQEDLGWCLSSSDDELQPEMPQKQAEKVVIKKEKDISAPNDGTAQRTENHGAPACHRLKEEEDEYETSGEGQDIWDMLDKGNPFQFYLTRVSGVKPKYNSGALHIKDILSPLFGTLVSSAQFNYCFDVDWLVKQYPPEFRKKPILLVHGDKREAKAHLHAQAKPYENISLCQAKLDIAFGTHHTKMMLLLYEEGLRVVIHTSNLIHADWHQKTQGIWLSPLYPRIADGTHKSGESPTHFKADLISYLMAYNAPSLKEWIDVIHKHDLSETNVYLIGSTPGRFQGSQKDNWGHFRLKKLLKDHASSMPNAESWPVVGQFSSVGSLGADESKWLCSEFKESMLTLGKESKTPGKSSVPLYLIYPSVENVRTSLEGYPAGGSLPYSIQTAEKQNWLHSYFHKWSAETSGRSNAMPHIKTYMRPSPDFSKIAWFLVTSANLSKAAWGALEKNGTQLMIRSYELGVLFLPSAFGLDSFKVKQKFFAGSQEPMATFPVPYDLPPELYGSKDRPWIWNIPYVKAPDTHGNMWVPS
#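 Tdp1 1 nM final; 15 min RT w/ cpd; substrate 15 nM, 5 min; beads 10 ug/ml, 10 min; AlphaScreen read. Neg ctrl: no enzyme.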
# DT40 TDP1 no CPT – qHTS for Inhibitors of human tyrosyl-DNA phosphodiesterase 1 (TDP1): qHTS in cells in absence of CPT; AID 686978, 2013; 420,000 tested, 15% active; Potency, µM (doses to about 46.2 µM), inactives show at the top dose activity change, negative = growth inhibition, hits mostly inhibitors; DT40 Tdp1-/- hTDP1 cells, no CPT, ATP luminescence, 48 h; also: nearly all actives have a fitted effect of over 55% in size
#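 A cellular qHTS used chicken DT40 cells lacking endogenous Tdp1 but carrying stably transfected human TDP1. Compounds were applied without camptothecin, and cell growth kinetics were judged by ATP-dependent luminescence after ≥48 hr.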
# * = called active by the depositor; ? = inconclusive; . = not tested or not shown; & = joins results of further samples; [ ] = remark or other dose. Calls follow the shape of the dose curve; as a rule, active = well fitted curve in the direction sought with a large enough effect; inconclusive = small, poorly fitted or top-dose-only effect, or another doubt; inactive = no such curve, though single readings can be large; an effect the other way counts as inactive or inconclusive. % is scaled to controls: 0 for no effect and ±100 for the full control effect; potency is read from the fitted curve at half-maximal effect.
SMILES,DT40 TDP1 CPT,TDP1 block,DT40 TDP1 no CPT
COC(=O)c1ccc(NC(=O)CSc2nc3ccc(OC)cc3[nH]2)cc1,23µM*,.,23µM*
CCc1nnc(NC(=O)CSc2nnc(-c3cc4ccccc4cc3O)n2CC)s1,-23%,-1%,?
N#CCN1C(=O)C2CCCN2c2ccc(S(=O)(=O)N3CCOCC3)cc21 (stereo not given),-8%,7%,-2%
COc1ccc(Cn2nnnc2CN2CCCCCC2)cc1,?,-5%,2%
COc1cc([N+](=O)[O-])ccc1NC(=O)c1cccc(NC(=O)C(C)C)c1,?,0%,29µM*
N#CCCn1c(=O)c(-c2ccc(F)cc2)nc2cnc(N3CCOCC3)nc21,6%,.,10%
Cc1noc(C)c1C(=O)Nc1ccc2ccccc2c1,-8%,3%,7%
Cc1onc(-c2c(F)cccc2Cl)c1C(=O)Nc1ccc(S(=O)(=O)N2CCOCC2)cc1,-25%,0%,?
COc1ccc(NC(=O)CCNC(=O)N2CC(=O)Nc3ccccc32)c(OC)c1,-3%,4%,26%
COc1ccc(-c2nn3c(-c4ccc(F)cc4)nnc3s2)cc1,-28%,-1%,?
COC(=O)c1cc(NC(=O)C2CC2)cc(C(=O)OC)c1,7%,0%,1%
Cc1cccc(N/C=C(\[N+](=O)[O-])S(=O)(=O)c2ccccc2)c1C,5%,9%,-6%
COc1ccc(CNC(=O)COC(=O)c2ccc(S(=O)(=O)NCc3ccco3)cc2)cc1,-18%,18µM*,7%
CCOc1ccc(NC(=O)CSC2=Nc3ccccc3C3=NC(CCC(=O)NCc4ccco4)C(=O)N23)cc1 (stereo not given),?,-1%,?
O=C(NCc1cccnc1)C1CCCN(Cc2cnn(-c3ccccc3)c2-n2cccc2)C1 (stereo not given),-26%,-9%,?
COc1ccc(C(C)(C)C)cc1NC(=O)C1=CC=CN2CCS(=O)(=O)N=C12,-8%,-4%,-7%
CCOC(=O)c1c(N)c2cc([N+](=O)[O-])cnc2n1C,12%,-2%,-3%
NC(=O)C1CCN(C(=O)c2ccc3nc(N4CCCCC4)sc3c2)CC1,11%,1%,-24%
COc1ccccc1N1CCN(C2CCCN(C(=O)c3ccoc3C)C2)CC1 (stereo not given),-18%,2%[56.1 µM],6%
Cc1ccc(-n2cnnn2)c2cccnc12,1%,7%,0%
CCN(CC)S(=O)(=O)c1cccc(C(=O)Nc2cccc(C)c2)c1,?,4%,?
Cc1ccc2c(CC(=O)Nc3ccc(S(=O)(=O)N4CCCCC4)cc3)coc2c1,?,4%,?
CCOC(=O)N1CCN(c2c(N3CCN(C(=O)OCC)CC3)c(=O)c2=O)CC1,-12%,.,-25%
COc1cc(-n2c(C)nc3ncn(-c4ccccc4)c3c2=O)cc(OC)c1OC,-2%,.,-24%
O=C(Cn1ccc2ccccc2c1=O)NCCC(=O)N1CCN(c2cccc(C(F)(F)F)c2)CC1,21µM*,8%,16µM*
O=C(N/N=C/c1c[nH]c2ccccc12)c1ccccc1Cl,19%,.,-21%
CC(=O)c1cccc(NC(=O)CSc2nc(N3CCOCC3)nc(N3CCOCC3)n2)c1,?,3%,-23%
c1ccc(Cc2c(C3CCCCC3)nc3c4ccccc4ccn23)cc1,?,.,12µM*
Cc1ccc(C)c(COC(=O)CCN=C2NS(=O)(=O)c3ccccc32)c1,-18%,5%,-6%
Cc1c(Cc2ccccc2)c(=O)oc2cc(OCC(N)=O)ccc12,-3%,-3%,-14%
CCc1nc(SCC(=O)NCc2ccccc2)c2c(=O)n(C)c(=O)n(C)c2n1,?,2%,?
O=C(Nc1ccccn1)c1ccc([N+](=O)[O-])o1,16µM*,1%,16µM*
N#Cc1c(N)n(C2OC(CO)C(O)C2O)c2ncnc(N)c12 (stereo not given),0.016µM*,.,0.021µM*
CC(C)CN(CC(C)C)C(=O)CC(=O)NC(=O)c1ccc(Cl)cc1,4%,-1%,-8%
COc1cc(C(=O)OCC(=O)NCc2ccc(F)cc2)ccc1OCC(C)C,?,2%,16µM*
Cc1cccc(-n2ccnc2CN2CCN(C(C)C)C(CCO)C2)c1 (stereo not given),-2%,.,-1%
COCCNc1ccc(-c2nn(C)c(=O)c3ccccc23)cc1[N+](=O)[O-],-21%,.,-6%
COc1cc2ccccc2cc1C(=O)OCC(=O)Nc1ccc(Br)cc1,7.9µM*,.,?
Cc1cccc(C(=O)N2CCN(S(=O)(=O)N3CCCCCC3)CC2)c1,-3%,1%[0.0935 µM],-16%
CN(CCC#N)C(=O)c1cc2c(Cl)nc3ccccc3c2s1,-2%,.,-2%
CN1CCN(S(=O)(=O)c2ccc(SCCOc3ccc(Cl)cc3)nc2)CC1,-89%,6%,16µM*
Cc1ccc(S(=O)(=O)N2[C@@H](c3ccc(Cl)c(Cl)c3)C(C(=O)O)=C[C@H]2CC2CCCC2)cc1,-2%,-14%,-6%
CCN1CCCC1Cn1cnc2c([nH]c3ccc(OC)cc32)c1=O (stereo not given),-19%,.,-19%
Nc1c(C(=O)N2CCCCC2)sc2nc3c(cc12)CCCC3,-15%,1%,?
Cc1cc(C2(c3cc(C)c(NC(=O)CN4CCOCC4)c(C)c3)CCCCC2)cc(C)c1NC(=O)CN1CCOCC1,?,-5%,-23%
CC(C)CC(=O)NC(Nc1ccc([N+](=O)[O-])cc1)C(Cl)(Cl)Cl (stereo not given),18µM*,3%,23µM*
Nc1nc(NS(=O)(=O)c2ccc(Cl)cc2)nn1-c1ccccc1,?,3%,0%
O=C(Nc1ccon1)c1cccc(S(=O)(=O)N2CCCCCC2)c1,-21%,8%,?

# An excerpt of these results, as tab-separated lines.
Structure	DT40 TDP1 CPT	TDP1 block	DT40 TDP1 no CPT
N#Cc1c(N)n(C2OC(CO)C(O)C2O)c2ncnc(N)c12 (stereo not given)	0.016µM*	.	0.021µM*
CC(C)CN(CC(C)C)C(=O)CC(=O)NC(=O)c1ccc(Cl)cc1	4%	-1%	-8%
COc1cc(C(=O)OCC(=O)NCc2ccc(F)cc2)ccc1OCC(C)C	?	2%	16µM*
Cc1cccc(-n2ccnc2CN2CCN(C(C)C)C(CCO)C2)c1 (stereo not given)	-2%	.	-1%
COCCNc1ccc(-c2nn(C)c(=O)c3ccccc23)cc1[N+](=O)[O-]	-21%	.	-6%
COc1cc2ccccc2cc1C(=O)OCC(=O)Nc1ccc(Br)cc1	7.9µM*	.	?
Cc1cccc(C(=O)N2CCN(S(=O)(=O)N3CCCCCC3)CC2)c1	-3%	1%[0.0935 µM]	-16%
CN(CCC#N)C(=O)c1cc2c(Cl)nc3ccccc3c2s1	-2%	.	-2%
CN1CCN(S(=O)(=O)c2ccc(SCCOc3ccc(Cl)cc3)nc2)CC1	-89%	6%	16µM*
Cc1ccc(S(=O)(=O)N2[C@@H](c3ccc(Cl)c(Cl)c3)C(C(=O)O)=C[C@H]2CC2CCCC2)cc1	-2%	-14%	-6%
CCN1CCCC1Cn1cnc2c([nH]c3ccc(OC)cc32)c1=O (stereo not given)	-19%	.	-19%
Nc1c(C(=O)N2CCCCC2)sc2nc3c(cc12)CCCC3	-15%	1%	?
Cc1cc(C2(c3cc(C)c(NC(=O)CN4CCOCC4)c(C)c3)CCCCC2)cc(C)c1NC(=O)CN1CCOCC1	?	-5%	-23%

# The list goes on.
SMILES,DT40 TDP1 CPT,TDP1 block,DT40 TDP1 no CPT
O=C(c1ccc(OC2CCN(Cc3ccccn3)CC2)cc1)N1CCCCO1,10%,.,3%
O=C1c2ccccc2C(=O)N1CCSc1ncn[nH]1,1%,4%,-10%
COc1ccc(NC(=O)N2CCCC2C(=O)NC2CCCC2)cc1 (stereo not given),-24%,1%[0.0935 µM],-6%
COc1ccc(-c2cc(=O)[nH][nH]2)cc1,?,9%,-3%
O=C(COC(=O)c1ccccc1Br)NCCC1=CCCCC1,2%,-3%,-8%
O=C(Nc1ccccc1)N1CC[C@@]2(CCCN(C(=O)c3cccc(F)c3)C2)C1,6%,.,-2%
CSc1cccc(NC(=O)c2ccc(NC3=NC4CS(=O)(=O)CC4S3)cc2)c1 (stereo not given),-14%,.,-19%
Cc1cc(=O)[nH]c2cc(O)ccc12,5%,3%,4%
Cc1ccc(C)c2c1CCCC2=O,7%,.,-18%
COc1ccc(C(=O)COC(=O)c2c(-c3ccccc3)noc2C)c(OC)c1,10%,-5%,?
Cc1cc(-c2ccccc2)cc(-c2ccccc2)[n+]1C,10µM*,6%,8.2µM*
COc1ccc(Nc2oc(-c3ccccc3Cl)nc2C#N)cc1,2.9µM*,5%,?
COc1ccc2c(CC(=O)OCC(=O)c3ccc(F)cc3)coc2c1,-19%,3%,-10%
CCOC(=O)c1ccc(NC(=O)c2cccc3c2C(=O)N(CC2CCCO2)C3)cc1 (stereo not given),?,.,?
NS(=O)(=O)c1ccc(CCNC(=S)Nc2ccc(S(N)(=O)=O)cc2)cc1,-3%,-6%,0%
Cc1cccc(C)c1OCc1cc(C(=O)NCC2CC2)no1,?,0%,12%
CN(C)c1ccc(NC(=O)Nc2nc(C(N)C3CCCCC3)cs2)cc1 (stereo not given),18µM*,.,21µM*
CCOC(=O)C[C@H]1c2cc(F)ccc2S(=O)(=O)N1C(C)C,4%&-2%,.,2%&-18%
COc1ccccc1-c1cc(C(=O)N2CCCCC2C)no1 (stereo not given),?,-3%,?
CCOC(=O)C1=C(N)OC2=C(C(=O)CCC2)C1c1cccs1 (stereo not given),-4%,-3%,-8%
NC(=O)c1ccc(-n2nnnc2SCC(=O)c2ccc(O)c(O)c2)cc1,6%,.,-14%
O=S(=O)(c1ccc(F)cc1)N1CCN(CCc2ccccc2)CC1,-4%,2%,-25%
CCOc1ccc(Br)cc1S(=O)(=O)N1CCCN(C)CC1,?,.,-22%
CC(C)n1cc(C(N)=S)c(=O)n(Cc2ccccc2)c1=O,-16%,.,?
O=C(CNc1ccc(F)cc1)N/N=C/c1c(O)ccc2ccccc12,10µM*,.,9.2µM*
O=C(NC1CCCCC1)c1csnn1,3%,.,-14%
COc1cccc(C(=O)NCCS(=O)(=O)N(C)Cc2ccccc2)c1,-13%,-8%[0.505 µM],?
Cn1ncc(C#N)c1NC(=O)C1CC(c2ccc(Cl)c(Cl)c2)=NO1 (stereo not given),-32%,2%,-23%
N/C(=N\OC(=O)CCCOc1ccccc1)c1ccccn1,16%,-11%,12%
COc1cc(C(=O)NC2CCCCCCC2)cc(OC)c1OC,21%,.,?
O=C(COC(=O)COc1ccc(Br)cc1)Nc1cccnc1Cl,-3%,2%,-2%
Cc1c(C)c2c(OCC(=O)NCc3ccncc3)cc3c(c2oc1=O)CCC(C)(C)O3,?,.,?
Cc1cccc(N2CC(C(=O)Nc3ccc4c(c3)OCO4)CC2=O)c1C (stereo not given),-1%,-2%,?
CN(C)S(=O)(=O)c1ccc(NC(=O)Cn2nc(-c3ccc4c(c3)OCCO4)ccc2=O)cc1,?,.,21µM*
CCN(C(=O)c1cccc(Br)c1)C1CCS(=O)(=O)C1 (stereo not given),5%,.,-12%
CCN(C(=O)COC(=O)/C=C/c1ccc(O)c(OC)c1)C1CCS(=O)(=O)C1 (stereo not given),9%,0%,-15%
O=C(Cn1cc(C(F)(F)F)ccc1=O)OCC(=O)c1ccc[nH]1,?,1%,?
Cc1ccc(S(=O)(=O)n2nc(OC(=O)c3c(-c4ccccc4Cl)noc3C)cc2N)cc1,18µM*,1%,15µM*
CS(=O)(=O)N(CC(=O)NCc1ccc2c(c1)OCO2)c1ccccc1,3%,6%,-11%
CCc1cc(C(=O)N2CCCC(N3CCN(c4cccc(C(F)(F)F)c4)CC3)C2)n(C)n1 (stereo not given),12µM*,5%,12µM*
COC(=O)c1ccccc1NC(=O)CSc1nnc(-c2ccoc2C)n1C,-15%,5%,-15%
CCN(CC)CCOC(=O)C12CC3CC(CC(C3)C1)C2,-8%,1%,-9%
Cc1cccc(OCCn2c(=O)n(C)c3ccccc32)c1,?,4%,?
O=C(Nc1ccc(C(=O)O)cc1)/C(=C\c1ccc(F)cc1)NC(=O)c1ccco1,-9%,.,?
CCCCc1ccc(NC(=O)OC)cc1,-3%,0%,?
Cc1ccc(-c2nc3ncccc3o2)cc1NC(=O)c1sc2ccccc2c1Cl,?,0%,-17%
CCc1nnc(N2C(=O)c3ccccc3C2(O)c2ccccc2)s1 (stereo not given),-19%,.,?
Cc1cc(=O)oc2c3c(cc(OCC(=O)NCc4ccncc4)c12)OC(C)(C)CC3,?,.,23µM*
CCNCCNc1ccc(Cl)cc1[N+](=O)[O-],1%,.,-7%
CCc1[nH]nc(C(=O)NC2CCCc3c2cnn3-c2cc(C)cc(C)c2)c1C (stereo not given),0%,3%,?
CC(=O)N1CCc2cc(S(=O)(=O)NC(Cc3ccccc3)C(=O)Nc3ccc(C)cc3C)ccc21 (stereo not given),?,0%,-7%
Cc1c(C(=O)N2CCCC(C)C2)sc2ncnc(NCCN3CCCCC3)c12 (stereo not given),-2%[9.04 µM],.,-24%
NC(=O)C1CCN(CC(=O)Nc2nc(-c3ccccc3)cs2)CC1,1%,.,7%
